CHRM1 antagonist: human M1 muscarinic receptor antagonists, primary screen, CHO-K1 cells, Fluo-8 calcium fluorescence, 1536-well; Muscarinic acetylcholine receptor M1 (Homo sapiens), P11229; CHO-K1 hM1, ACh EC80 antagonist; inhibition, % at 3 µM; 1.3% of 360,000 active;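 active = percent inhibition above its own plate's cutoff, namely the mean of that plate's compound wells plus 3 SD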;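 note: peak over basal fluorescence ratio during 140 s after agonist addition; 0% = ACh EC80 plus DMSO and 100% = DMSO alone without agonist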
M4 ag: human M4 muscarinic receptor agonists, primary screen, CHO-K1 cells, Fluo-8 calcium fluorescence. Muscarinic acetylcholine receptor M4 (Homo sapiens), P08173. CHO-K1 hM4/Gqi5; vehicle 0%, full acetylcholine response 100%. activation, % at 3 µM. 0.14% of 360,000 active;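 active = activation above the run mean over all test wells plus 3 SD, cut at about 32% in these data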;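 note: peak over basal fluorescence ratio per well then scaled between controls; 0% = DMSO wells and 100% = acetylcholine at EC100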
Target sequence (P08173 whole entry, looked up): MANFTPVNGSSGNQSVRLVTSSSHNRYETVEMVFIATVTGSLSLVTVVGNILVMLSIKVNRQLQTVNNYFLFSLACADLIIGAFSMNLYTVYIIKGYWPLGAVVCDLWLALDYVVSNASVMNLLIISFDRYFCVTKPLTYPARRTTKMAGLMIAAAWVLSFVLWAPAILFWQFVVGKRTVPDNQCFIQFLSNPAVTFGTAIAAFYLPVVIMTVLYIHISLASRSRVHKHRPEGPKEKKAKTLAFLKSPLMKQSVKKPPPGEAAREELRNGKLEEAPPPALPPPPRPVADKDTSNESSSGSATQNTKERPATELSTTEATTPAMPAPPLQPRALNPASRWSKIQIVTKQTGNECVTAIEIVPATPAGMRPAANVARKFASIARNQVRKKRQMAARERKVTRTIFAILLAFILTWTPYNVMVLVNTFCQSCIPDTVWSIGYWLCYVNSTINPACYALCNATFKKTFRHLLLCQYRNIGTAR
CHO-K1 Ca ag: counter-screen for M1 agonists: effect in parental CHO-K1 cells; 0.48% of 360,000 active; AID 602248, 2012; activation, % at 3 µM; Fluo-8 calcium fluorescence; scaled to maximal ATP response, vehicle zero; in the data active = activation above about 15%;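 note: untransfected CHO-K1 host cells lacking M1 receptor as counterscreen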
CHO parental Ca: ATP-evoked calcium signal inhibitors, parental CHO, primary screen, counter-screen for OX1R antagonist project, cell-based, fluorescence, Fluo-8 calcium dye; inhibition, % at 5.6 µM; AID 463079, 2010; parental CHO-K1, ATP-induced calcium, Fluo-8 fluorescence; 0.63% of 330,000 active;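 active = inhibition above that plate's mean sample inhibition plus 3 SD, cut at about 26% in these data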;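 note: 0% = ATP-challenged DMSO wells and 100% = DMSO wells without ATP; some compounds past the cut are filed as inactive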
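Material – parental CHO cells · Reagent – ATP stimulus · Compound – single nominal dose of 5.6 µM per compound · Detection – Fluo-8 fluorescence · Read-out basis – percent inhibition of calcium signal · Controls – ATP-challenged DMSO wells low, unchallenged DMSO wells high · Repeats – no replicates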
M1 PAM: human M1 muscarinic receptor positive allosteric modulators, primary screen, CHO-K1 cells, Fluo-8 calcium fluorescence, 1536-well. Muscarinic acetylcholine receptor M1 (Homo sapiens), P11229. CHO-K1 hM1, ACh EC20; 0% = ACh EC20, 100% = maximal ACh. activation, % at 3 µM. 0.088% of 360,000 active. AID 588819, 2011; in the data active = activation above about 19%, passing the limit was not always enough
CHO-K1 Ca antag: counter-screen for M1 antagonists: effect in parental CHO-K1 cells; ATP-induced calcium, Fluo-8 fluorescence; inhibition, % at 3 µM; 0.6% of 360,000 active; AID 602250;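 active = inhibition above a per-plate cutoff, the plate's mean sample inhibition plus 3 SD, cut at about 24% in these data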;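 note: 0% = DMSO plus EC80 ATP and 100% = DMSO alone without ATP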
M4 antag: human M4 muscarinic receptor antagonists, primary screen, CHO cells, Fluo-8 calcium fluorescence | Muscarinic acetylcholine receptor M4 (Homo sapiens), P08173 | CHO-hM4 cells, ACh EC80 | inhibition, % at 3 µM | 0.73% of 360,000 active;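 active = inhibition above its plate's cutoff, the mean inhibition of sample wells plus 3 SD, cut at about 27% in these data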;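 note: 0% = acetylcholine EC80 with DMSO and 100% = DMSO without agonist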
OXTR potentiate: human OXTR potentiators, primary screen, fluorescence, CHO-OTR cells, Fluo-8 calcium | AID 2445, 2010 | Fluo-8 calcium fluorescence, potentiator mode; 0% = oxytocin EC15, 100% = EC100 | activation, % at 3 µM | 0.061% of 320,000 active | Oxytocin receptor (Homo sapiens), P30559;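 active = activation above that plate's cutoff, the mean activation of tested compounds plus 3 SD, cut at about 6.6% in these data, passing the limit was not always enough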;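 note: 100% uses oxytocin at 75 nM as the full agonist control; some results filed as inactive read as strong as hits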
Target sequence (P30559 whole entry, looked up): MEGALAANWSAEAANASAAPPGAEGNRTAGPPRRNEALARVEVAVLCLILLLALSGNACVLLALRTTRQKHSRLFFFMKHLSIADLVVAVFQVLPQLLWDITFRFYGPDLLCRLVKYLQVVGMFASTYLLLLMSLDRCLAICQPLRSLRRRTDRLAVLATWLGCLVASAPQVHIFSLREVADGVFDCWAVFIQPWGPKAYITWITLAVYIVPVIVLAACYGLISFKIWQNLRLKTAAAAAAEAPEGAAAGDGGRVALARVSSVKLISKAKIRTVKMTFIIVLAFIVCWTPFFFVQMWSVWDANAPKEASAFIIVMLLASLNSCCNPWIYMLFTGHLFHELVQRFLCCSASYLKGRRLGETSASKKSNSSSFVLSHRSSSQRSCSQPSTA
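Assay system: CHO cell line stably expressing human OTR. Reagent: EC15 oxytocin agonist. Dosing: single dose, 3.0 µM nominal final compound concentration. Timing: compound 6 min at room temperature before oxytocin, 100 s read. Signal: kinetic Fluo-8 calcium fluorescence. Controls: oxytocin EC15 low and EC100 high.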
M1 ag: human M1 muscarinic receptor agonists, primary screen, Fluo-8 calcium fluorescence, CHO-K1 cells, HTS | 0.33% of 360,000 active | activation, % at 3 µM | CHO-K1 hM1, agonist mode; 0% DMSO, 100% acetylcholine EC100 | AID 588814, 2011 | Muscarinic acetylcholine receptor M1 (Homo sapiens), P11229;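 active = activation above the run's mean compound activation plus 3 SD, cut at about 16% in these data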;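 note: peak over basal fluorescence ratio within a 140 s kinetic read after compound addition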
* hit, by the source's call. Rows were taken by chance. About 2.9% of those tested had a hit in this group.

Results for COc1ccc(NC(=O)CSc2nnc(CNc3ccc(F)cc3)o2)c(OC)c1 ?
CHRM1 antagonist: -5; M4 ag: 2; CHO-K1 Ca ag: 0.3; CHO parental Ca: -16; M1 PAM: 7; CHO-K1 Ca antag: -20; M4 antag: 9; OXTR potentiate: -9; M1 ag: -2

What do the screens show for `CCC(CC)C(=O)Nc1nnc(S(=O)(=O)N2CCc3ccccc32)s1`?
CHRM1 antagonist: -11; M4 ag: 0; CHO-K1 Ca ag: 0.6; CHO parental Ca: -13; M1 PAM: 2; CHO-K1 Ca antag: -7; M4 antag: -14; OXTR potentiate: -8; M1 ag: -4

Results for Cc1nc([N+](=O)[O-])c(NCCCO)n1Cc1ccccc1 ?
CHRM1 antagonist: -8; M4 ag: 0; CHO-K1 Ca ag: 0.3; CHO parental Ca: -6; M1 PAM: 7; CHO-K1 Ca antag: -11; M4 antag: 0; OXTR potentiate: -1; M1 ag: -5

What do the screens show for `O=C(C[C@H]1C/C=C\CC[C@@H](Cc2ccc(F)cc2)C(=O)OC[C@H]2CCCN2C1=O)NCCO`?
CHRM1 antagonist: 0; M4 ag: 1; CHO-K1 Ca ag: 0.1; CHO parental Ca: 2; M1 PAM: -2; CHO-K1 Ca antag: 3; M4 antag: 6; OXTR potentiate: -4; M1 ag: -4

What do the screens show for `c1ccc(Cc2nc3ccccc3o2)cc1`?
CHRM1 antagonist: -8; M4 ag: 0; CHO-K1 Ca ag: 0.0; CHO parental Ca: -1; M1 PAM: 1; CHO-K1 Ca antag: -18; M4 antag: 3; OXTR potentiate: -6; M1 ag: -1

Results for NC(=O)c1ccc(C(F)(F)F)n(Cc2ccccc2Cl)c1=O ?
CHRM1 antagonist: 5; M4 ag: -3; CHO-K1 Ca ag: 0.3; CHO parental Ca: -11; M1 PAM: -3; CHO-K1 Ca antag: -7; M4 antag: 4; OXTR potentiate: -4; M1 ag: -1

How did COc1ccc(-c2nnn(CC(=O)NCCc3c[nH]c4ccccc34)n2)cc1OC do in these assays?
CHRM1 antagonist: -3; M4 ag: 11; CHO-K1 Ca ag: 3.1; CHO parental Ca: -9; M1 PAM: 2; CHO-K1 Ca antag: -9; M4 antag: -8; OXTR potentiate: -14; M1 ag: 2

What do the screens show for `Cc1ccsc1C(=O)N1CCCC(CO)(Cc2ccccc2F)C1` (stereo not given)?
CHRM1 antagonist: -6; M4 ag: 7; CHO-K1 Ca ag: 2.4; CHO parental Ca: -19; M1 PAM: 0; CHO-K1 Ca antag: -11; M4 antag: -9; OXTR potentiate: -8; M1 ag: 2

What do the screens show for `COc1cc(CNCCNC(=O)c2nonc2N)ccc1OCc1ccc(Cl)nc1`?
CHRM1 antagonist: 0; M4 ag: 6; CHO-K1 Ca ag: 20*; CHO parental Ca: -18; M1 PAM: 15; CHO-K1 Ca antag: -8; M4 antag: -5; OXTR potentiate: -3; M1 ag: -11

How did C[C@H](O)C#Cc1ccc2c(c1)O[C@@H](CN(C)Cc1ccc(-c3ccccc3)cc1)[C@H](C)CN([C@@H](C)CO)S2(=O)=O do in these assays?
CHRM1 antagonist: 14; M4 ag: 4; CHO-K1 Ca ag: 2.4; M1 PAM: -9; CHO-K1 Ca antag: 6; M4 antag: 13; M1 ag: -4

What do the screens show for `CCOc1ccc(N=CC2=C(O)CC(c3ccco3)CC2=O)cc1` (stereo not given)?
CHRM1 antagonist: 11; M4 ag: 3; CHO-K1 Ca ag: 6.3; CHO parental Ca: -13; M1 PAM: -7; CHO-K1 Ca antag: 13; M4 antag: 11; OXTR potentiate: -9; M1 ag: -7

How did O=C(CN1CCN(c2nc(-c3ccccc3)cs2)CC1)NCc1ccc2c(c1)OCO2 do in these assays?
CHRM1 antagonist: -4; M4 ag: 4; CHO-K1 Ca ag: 2.6; CHO parental Ca: -11; M1 PAM: 8; CHO-K1 Ca antag: -2; M4 antag: -2; OXTR potentiate: -5; M1 ag: 0

Retrieved by compound from the entries so far, 2 records:
Results for Cc1nc([N+](=O)[O-])c(NCCCO)n1Cc1ccccc1 ?
CHRM1 antagonist: -8; M4 ag: 0; CHO-K1 Ca ag: 0.3; CHO parental Ca: -6; M1 PAM: 7; CHO-K1 Ca antag: -11; M4 antag: 0; OXTR potentiate: -1; M1 ag: -5

What do the screens show for `c1ccc(Cc2nc3ccccc3o2)cc1`?
CHRM1 antagonist: -8; M4 ag: 0; CHO-K1 Ca ag: 0.0; CHO parental Ca: -1; M1 PAM: 1; CHO-K1 Ca antag: -18; M4 antag: 3; OXTR potentiate: -6; M1 ag: -1

Continuation.
How did CCOc1cc(/C=N/Nc2cccc(C(=O)O)c2)ccc1OC(=O)c1ccccc1 do in these assays?
CHRM1 antagonist: -2; M4 ag: -1; CHO-K1 Ca ag: -0.7; M1 PAM: -3; CHO-K1 Ca antag: 1; M4 antag: 11; M1 ag: -6

What do the screens show for `CCC(C(=O)NC1CCCC1)n1nc(C)n2c(cc3occc32)c1=O` (stereo not given)?
CHRM1 antagonist: -4; M4 ag: 0; CHO-K1 Ca ag: 3.1; CHO parental Ca: -10; M1 PAM: 6; CHO-K1 Ca antag: -4; M4 antag: -4; OXTR potentiate: -2; M1 ag: -4

Results for O=C(O)C1CC(O)CN1S(=O)(=O)c1cccs1 (stereo not given) ?
CHRM1 antagonist: -15; M4 ag: 1; CHO-K1 Ca ag: 0.1; CHO parental Ca: -3; M1 PAM: 7; CHO-K1 Ca antag: -5; M4 antag: -2; OXTR potentiate: -4; M1 ag: -2

Results for Cc1ccc(S(=O)(=O)N2CCN(C(=O)COC(=O)CCOc3ccccc3C)CC2)c(C)c1 ?
CHRM1 antagonist: 1; M4 ag: 11; CHO-K1 Ca ag: 9.4; M1 PAM: 0; CHO-K1 Ca antag: -3; M4 antag: -7; M1 ag: 2

What do the screens show for `CCOC(=O)N1CCN(C(=O)c2ccc(NC(=O)c3ccc(C)cc3)cc2)CC1`?
CHRM1 antagonist: -6; M4 ag: 0; CHO-K1 Ca ag: -0.8; CHO parental Ca: -6; M1 PAM: 10; CHO-K1 Ca antag: -14; M4 antag: -11; OXTR potentiate: -5; M1 ag: -3

What do the screens show for `CCCCC(OC(=O)c1cc2occc2n1C)C(=O)NCC1CCCO1` (stereo not given)?
CHRM1 antagonist: -6; M4 ag: 4; CHO-K1 Ca ag: 0.8; CHO parental Ca: -15; M1 PAM: 1; CHO-K1 Ca antag: -19; M4 antag: -6; OXTR potentiate: -4; M1 ag: -4

What do the screens show for `N#CNC(=Nc1ccccc1F)SCc1ccc(C(=O)O)cc1`?
CHRM1 antagonist: 1; M4 ag: 1; CHO-K1 Ca ag: 0.3; CHO parental Ca: -4; M1 PAM: 8; CHO-K1 Ca antag: 0; M4 antag: 4; OXTR potentiate: -3; M1 ag: -7

What do the screens show for `CC(C)=NOC(=O)c1ccc(-c2ccccc2)cc1`?
CHRM1 antagonist: -1; M4 ag: 1; CHO-K1 Ca ag: 0.5; CHO parental Ca: -15; M1 PAM: 2; CHO-K1 Ca antag: 10; M4 antag: -2; OXTR potentiate: -1; M1 ag: -5

Results for Cc1n[nH]c(=O)nc1NCc1ccco1 ?
CHRM1 antagonist: -16; M4 ag: 2; CHO-K1 Ca ag: -0.1; CHO parental Ca: -1; M1 PAM: 14; CHO-K1 Ca antag: 1; M4 antag: -9; OXTR potentiate: -17; M1 ag: 2

What do the screens show for `CCOC(=O)CSc1nnnn1-c1cc(OC)ccc1OC`?
CHRM1 antagonist: -12; M4 ag: 2; CHO-K1 Ca ag: 0.2; CHO parental Ca: -1; M1 PAM: 3; CHO-K1 Ca antag: -18; M4 antag: 6; OXTR potentiate: -4; M1 ag: -5

How did COc1cc2ccccc2cc1C(=O)Nc1ccc(CN2CCOCC2)cc1 do in these assays?
CHRM1 antagonist: 7; M4 ag: 4; CHO-K1 Ca ag: 2.6; CHO parental Ca: -12; M1 PAM: 6; CHO-K1 Ca antag: -4; M4 antag: -2; OXTR potentiate: -7; M1 ag: -5

What do the screens show for `O=c1[nH]c2ccc(S(=O)(=O)N3CCN(c4ccccc4)CC3)cc2[nH]c1=O`?
CHRM1 antagonist: -6; M4 ag: 0; CHO-K1 Ca ag: 0.2; CHO parental Ca: -8; M1 PAM: 3; CHO-K1 Ca antag: -3; M4 antag: -17; OXTR potentiate: 1; M1 ag: -6

Among those listed so far, two have a thiophene ring, fused or not.
What do the screens show for `Cc1ccsc1C(=O)N1CCCC(CO)(Cc2ccccc2F)C1` (stereo not given)?
CHRM1 antagonist: -6; M4 ag: 7; CHO-K1 Ca ag: 2.4; CHO parental Ca: -19; M1 PAM: 0; CHO-K1 Ca antag: -11; M4 antag: -9; OXTR potentiate: -8; M1 ag: 2

Results for O=C(O)C1CC(O)CN1S(=O)(=O)c1cccs1 (stereo not given) ?
CHRM1 antagonist: -15; M4 ag: 1; CHO-K1 Ca ag: 0.1; CHO parental Ca: -3; M1 PAM: 7; CHO-K1 Ca antag: -5; M4 antag: -2; OXTR potentiate: -4; M1 ag: -2

Next compounds.
What do the screens show for `CCN(CC)CCCNC(=O)c1cc(Sc2nnc(C)s2)nc2ccccc12`?
CHRM1 antagonist: -5; M4 ag: 0; CHO-K1 Ca ag: 1.0; CHO parental Ca: -9; M1 PAM: 7; CHO-K1 Ca antag: -8; M4 antag: 2; OXTR potentiate: -4; M1 ag: -7

What do the screens show for `O=C(NCc1ccc2c(c1)OCO2)c1ccc(Br)o1`?
CHRM1 antagonist: -11; M4 ag: 1; CHO-K1 Ca ag: 0.7; CHO parental Ca: -5; M1 PAM: 7; CHO-K1 Ca antag: -7; M4 antag: -7; OXTR potentiate: -10; M1 ag: -4

How did Cc1ccc(S(=O)(=O)NC(CC(C)C)C(=O)N2CCCC2)cc1 (stereo not given) do in these assays?
CHRM1 antagonist: 13; M4 ag: 4; CHO-K1 Ca ag: 1.6; CHO parental Ca: -9; M1 PAM: -4; CHO-K1 Ca antag: 17; M4 antag: 0; OXTR potentiate: -4; M1 ag: -3

What do the screens show for `Cc1c(O)c(CN2CCCC2)cc2c1oc(=O)c1ccccc12`?
CHRM1 antagonist: 20; M4 ag: 2; CHO-K1 Ca ag: 0.1; CHO parental Ca: -22; M1 PAM: -16; CHO-K1 Ca antag: -4; M4 antag: -14; OXTR potentiate: 0; M1 ag: -6

Results for Cc1cccc(N(Cc2nnc3n2CCCCC3)C(=O)Nc2ccccc2)c1 ?
CHRM1 antagonist: -22; M4 ag: 0; CHO-K1 Ca ag: -0.1; CHO parental Ca: -3; M1 PAM: 16; CHO-K1 Ca antag: -11; M4 antag: 1; OXTR potentiate: -1; M1 ag: -1
